PMI activator = phosphomannose isomerase (human) activation. P34949. purified human PMI, coupled resazurin fluorescence, 20 min; active compounds read high; 1 = vehicle control, 0 substrate-free wells. activation factor at 20 µM. 190,000 tested, 0.005% active. AID 1214;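 active = activation factor of 2 or more at 20 µM, relative to plate controls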
TR-FRET SRC-2 ct = TR-FRET artefact, counter-screen to PPARgamma/SRC-2 agonist assay; active compounds read high; TR-FRET ratio at 8 µM; 200,000 tested, 0.4% active; in the data active = TR-FRET ratio above about 2000; also: inactives centre near 1500
ROMK primary = modulators of human ROMK potassium channel | P48048 | Tet-inducible ROMK, thallium flux fluorescence; actives lie on both sides | 130,000 tested, 2% active | B-score at 10 µM | AID 1918;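 active = signal ratio slope over the read window, or its plate-corrected B-score, at least 3 SD from the plate mean, either direction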;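 also: B-score of the F/F0 ratio slope over 7 to 12 s after thallium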
PPARg SRC-2 ag = promotes SRC-2 coactivator recruitment by human PPARgamma. PPARgamma LBD-SRC-2 recruitment, biochemical. 200,000 tested, 0.34% active. AID 1032. activation, % at 8 µM. P37231; in the data active = activation above about 22%;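 also: 0% = vehicle and 100% = reference agonist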
Target sequence (P37231 whole entry, looked up, the tested form may be a part): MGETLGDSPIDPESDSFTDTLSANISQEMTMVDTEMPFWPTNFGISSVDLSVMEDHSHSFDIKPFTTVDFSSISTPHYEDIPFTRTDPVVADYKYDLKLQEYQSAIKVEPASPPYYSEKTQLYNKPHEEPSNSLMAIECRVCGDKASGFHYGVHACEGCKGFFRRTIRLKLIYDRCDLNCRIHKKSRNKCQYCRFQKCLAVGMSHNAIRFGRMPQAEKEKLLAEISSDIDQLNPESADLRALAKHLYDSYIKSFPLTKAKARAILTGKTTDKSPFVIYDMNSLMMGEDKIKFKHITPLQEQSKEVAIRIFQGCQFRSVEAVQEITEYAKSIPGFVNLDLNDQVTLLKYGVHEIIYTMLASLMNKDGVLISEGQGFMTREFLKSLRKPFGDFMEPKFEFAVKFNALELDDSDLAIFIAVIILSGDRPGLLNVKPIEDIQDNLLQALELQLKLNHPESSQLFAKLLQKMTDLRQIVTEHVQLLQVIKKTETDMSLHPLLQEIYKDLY
PPARg SRC3 recr = promotes SRC-3 coactivator recruitment by human PPARgamma; 200,000 tested, 0.26% active; biochemical PPARgamma/SRC-3 coactivator recruitment assay; activation, % at 8 µM; P37231; AID 731; in the data active = activation above about 23%;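 also: 0% = DMSO and 100% = reference agonist; some compounds past the cut are filed as inactive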
PMI act hi M6P = increases human PMI activity with near-saturating mannose 6-phosphate; coupled PMI enzyme assay, resazurin fluorescence, 20 min; active compounds read high; 1 = untreated enzyme, 0 = substrate-free blank; activation factor at 20 µM; 190,000 tested, 0.34% active; AID 1216;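 active = activation factor of 2 or more at 20 µM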
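Test system: human phosphomannose isomerase with PGI, G6PDH, diaphorase coupling enzymes; amount: 15 ng/mL PMI; incubation: enzyme reaction with compound 20 min at room temperature; technique: resorufin fluorescence (Ex 544/Em 590 nm) from resazurin via diaphorase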
G6PDH CS = inhibits Leuconostoc G6PDH, flagging false hits in G6PDH-based assays | Purified L. mesenteroides G6PDH, diaphorase/resazurin coupled fluorescence, 45 min | inhibition, % at 5 µM | 200,000 tested, 0.12% active | AID 1020; in the data active = inhibition above about 50%
S1P3 antagonist = S1P3 (human) receptor antagonism; CHO S1P3 NFAT-BLA reporter, FRET fluorescence, antagonist mode; inhibition, % at 4.98 µM; 170,000 tested, 0.27% active; AID 485;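 active = inhibition above the plate cutoff, the mean inhibition of test wells on that plate plus 3 SD, cut at about 28% in these data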;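 also: cells challenged with S1P at its EC80 of 0.8 µM; blue over green emission ratio from cleaved BLA substrate after 4 h stimulation; 0% = S1P-stimulated wells and 100% = unstimulated DMSO-only wells; some compounds past the cut are filed as inactive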
Target sequence (Q99500 whole entry, looked up): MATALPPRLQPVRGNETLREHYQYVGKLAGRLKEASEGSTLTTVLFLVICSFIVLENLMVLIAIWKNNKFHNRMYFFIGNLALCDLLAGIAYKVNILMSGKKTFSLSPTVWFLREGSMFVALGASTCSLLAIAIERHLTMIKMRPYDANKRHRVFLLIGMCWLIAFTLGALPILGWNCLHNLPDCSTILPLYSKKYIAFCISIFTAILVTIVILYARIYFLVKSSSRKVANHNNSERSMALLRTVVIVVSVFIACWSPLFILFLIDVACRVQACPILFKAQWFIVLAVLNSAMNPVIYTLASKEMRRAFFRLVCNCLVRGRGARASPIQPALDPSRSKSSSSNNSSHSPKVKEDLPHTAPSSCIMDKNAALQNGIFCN
PPARg SRC-1 ag = PPARgamma-driven SRC-1 recruitment agonism; P37231; 200,000 tested, 0.41% active; AID 631; PPARgamma-SRC-1 coactivator recruitment biochemical assay; activation, % at 8 µM; in the data active = activation above about 19%;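 also: 0% = DMSO and 100% = reference agonist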
Diaph act CS = diaphorase activation or chemical reduction counter-screen | activation factor at 20 µM | 190,000 tested, 0.005% active | Diaphorase/resazurin coupled assay, resorufin fluorescence, 16 min; active compounds read high; 1 = vehicle wells, 0 = NADH-free wells;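 active = diaphorase activity raised at least twofold by the compound at 20 µM; inactive = activation factor below 2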
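System – purified diaphorase enzyme from Clostridium kluyveri · Input – enzyme 0.07 U/mL final · Also added – final NADH 0.114 mM, resazurin 0.1 mM · Measured by – fluorescence of resorufin, 544 nm excitation, 590 nm emission · Timing – 16 min enzyme reaction, ambient temperature · Measure – resorufin increase flagging diaphorase activators or reducers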
Diaph inh CS = diaphorase inhibition or chemical oxidation counter-screen. inhibition, % at 20 µM. diaphorase resazurin-to-resorufin fluorescence, NADH, 16 min; bacterial (C. kluyveri) enzyme, not human. 190,000 tested, 0.69% active;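 active = primary screen inhibition at 20 µM above a set limit, cut at about 50% in these data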;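 also: plate controls were DMSO with full reaction for no effect and wells lacking NADH for full effect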
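Assay system – diaphorase enzyme from Clostridium kluyveri · Amount – diaphorase 0.14 U/mL (working solution) · Times – reaction incubation of 16 min at room temperature · Controls – No-NADH positive control and DMSO neutral control · Signal – resorufin fluorescence 544/590 nm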
Numbers without * were called inactive.

Screening O=C(Nc1ccc(N2CCN(Cc3ccccc3)CC2)cc1)c1cccnc1 returned PMI activator 1, TR-FRET SRC-2 ct 1533, ROMK primary -0.17, PPARg SRC-2 ag 1, PPARg SRC3 recr 8, PMI act hi M6P 0.9, G6PDH CS -17, S1P3 antagonist -11, PPARg SRC-1 ag 4, Diaph act CS 1 and Diaph inh CS 4.
Screening O=C(NCC1CCC(C(=O)O)CC1)c1cccnc1 (stereo not given) returned PMI activator 1.1, TR-FRET SRC-2 ct 1588, PPARg SRC-2 ag -4, PPARg SRC3 recr 15, PMI act hi M6P 1.1, G6PDH CS 6, S1P3 antagonist -24, PPARg SRC-1 ag -3, Diaph act CS 1.1 and Diaph inh CS -9.
CCOC(=O)c1cccc(S(=O)(=O)N(CCO)Cc2cc3cc(OC)c(OC)cc3[nH]c2=O)c1 was read as PMI activator 0.9, TR-FRET SRC-2 ct 1510, PPARg SRC-2 ag -5, PPARg SRC3 recr -2, PMI act hi M6P 0.8, G6PDH CS 5, S1P3 antagonist 2, PPARg SRC-1 ag -1, Diaph act CS 0.7 and Diaph inh CS 26.
Screening COc1cc(/C=N/NC(=O)c2cccnc2)ccc1OC(=O)c1ccc2c(c1)OCO2 returned PMI activator 1, TR-FRET SRC-2 ct 1482, ROMK primary 0.4, PPARg SRC-2 ag 8, PPARg SRC3 recr 2, PMI act hi M6P 0.9, G6PDH CS 4, PPARg SRC-1 ag 1, Diaph act CS 1 and Diaph inh CS 4.
O=C(NNC(=O)c1ccccc1Br)c1cccc(Cl)c1 was read as PMI activator 0.9, TR-FRET SRC-2 ct 1429, PPARg SRC-2 ag 7, PPARg SRC3 recr -1, PMI act hi M6P 0.9, G6PDH CS 11, PPARg SRC-1 ag 2, Diaph act CS 0.9 and Diaph inh CS 14.
`CCc1ccc2oc(-c3cccc(N)c3)nc2c1` gave PMI activator 1, TR-FRET SRC-2 ct 1533, PPARg SRC-2 ag 7, PPARg SRC3 recr 0, PMI act hi M6P 1, G6PDH CS 6, PPARg SRC-1 ag -8, Diaph act CS 0.9 and Diaph inh CS 15.
`CCOC(=O)/C=c1\s/c(=C(\C#N)C(=O)OCC)n(-c2ccccc2)c1=O` gave PMI activator 1.2, TR-FRET SRC-2 ct 1265, ROMK primary -0.76, PPARg SRC-2 ag -3, PPARg SRC3 recr -3, PMI act hi M6P 1.3, G6PDH CS 0, PPARg SRC-1 ag 2, Diaph act CS 1 and Diaph inh CS 0.
COc1ccc(CNC(=O)C(=O)NC2CC(C)(C)NC(C)(C)C2)cc1 was read as PMI activator 1.1, TR-FRET SRC-2 ct 1277, ROMK primary 0.64, PPARg SRC-2 ag 0, PPARg SRC3 recr 0, PMI act hi M6P 1, G6PDH CS 1, S1P3 antagonist -6, PPARg SRC-1 ag -6, Diaph act CS 0.9 and Diaph inh CS 6.
Screening COc1cc(/C=C(\NC(=O)c2ccccc2)C(=O)Nc2cccc(O)c2)c([N+](=O)[O-])cc1OC returned PMI activator 0.9, TR-FRET SRC-2 ct 1525, PPARg SRC-2 ag -1, PPARg SRC3 recr 5, PMI act hi M6P 0.8, G6PDH CS 2, PPARg SRC-1 ag 9, Diaph act CS 0.9 and Diaph inh CS 13.
For CN1CCN(c2nc(C(N)=O)cc(-c3ccccc3)n2)CC1 the results were PMI activator 0.9, TR-FRET SRC-2 ct 1439, ROMK primary -0.21, PPARg SRC-2 ag 2, PPARg SRC3 recr 0, PMI act hi M6P 0.9, G6PDH CS -1, PPARg SRC-1 ag 1, Diaph act CS 0.9 and Diaph inh CS 9.
Screening CCOC(=O)C1=NOC(COc2ccccc2C=O)C1 (stereo not given) returned PMI activator 1.1, TR-FRET SRC-2 ct 1528, ROMK primary 0.0018, PPARg SRC-2 ag -4, PPARg SRC3 recr 0, PMI act hi M6P 1, G6PDH CS 6, S1P3 antagonist 4, PPARg SRC-1 ag -2, Diaph act CS 0.9 and Diaph inh CS 7.
For Cc1cccc(-n2c(=O)c3c(C)c(C)sc3n(CC(N)=O)c2=O)c1 the results were PMI activator 1.1, TR-FRET SRC-2 ct 1726, ROMK primary -0.026, PPARg SRC-2 ag 9, PPARg SRC3 recr 7, PMI act hi M6P 1, G6PDH CS 7, S1P3 antagonist -19, PPARg SRC-1 ag 2, Diaph act CS 1.1 and Diaph inh CS -9.
Cc1sc(N/N=C/c2ccco2)nc1-c1ccccc1 was read as PMI activator 1.1, TR-FRET SRC-2 ct 1640, PPARg SRC-2 ag 6, PPARg SRC3 recr 3, PMI act hi M6P 1.1, G6PDH CS 11, S1P3 antagonist 19, PPARg SRC-1 ag 11, Diaph act CS 0.8 and Diaph inh CS 17.
Screening Cc1ccc(C)c2c(N)c3c(nc12)CCCCC3 (tested in a mixture with another compound) returned PMI activator 1.1, TR-FRET SRC-2 ct 1452, ROMK primary 0.37, PPARg SRC-2 ag -1, PPARg SRC3 recr 4, PMI act hi M6P 0.9, G6PDH CS 1, S1P3 antagonist -5, PPARg SRC-1 ag -1, Diaph act CS 0.9 and Diaph inh CS 12.
Screening Cc1ccccc1OCc1nnc(SCC(=O)Nc2ccc3c(c2)oc2ccccc23)n1C returned PMI activator 0.8, TR-FRET SRC-2 ct 1404, PPARg SRC-2 ag 6, PPARg SRC3 recr 14, PMI act hi M6P 0.8, G6PDH CS -44, S1P3 antagonist 16, PPARg SRC-1 ag 3, Diaph act CS 0.9 and Diaph inh CS 13.
`CCOC(=O)c1sc(NC(=O)Nc2ccccc2)cc1C` gave PMI activator 0.8, TR-FRET SRC-2 ct 1531, ROMK primary -0.84, PPARg SRC-2 ag -2, PPARg SRC3 recr -2, PMI act hi M6P 0.8, G6PDH CS -4, S1P3 antagonist -1, PPARg SRC-1 ag -6, Diaph act CS 0.8 and Diaph inh CS 20.
Screening CCOC(=O)C1=C(C)NC(=O)NC1c1ccc(-c2ccc(Cl)cc2)o1 (stereo not given) returned PMI activator 0.9, TR-FRET SRC-2 ct 1478, ROMK primary 0.36, PPARg SRC-2 ag 4, PPARg SRC3 recr 2, PMI act hi M6P 1, G6PDH CS 7, S1P3 antagonist 10, PPARg SRC-1 ag 5, Diaph act CS 1 and Diaph inh CS -2.
Screening CCC(=O)Nc1nc(-c2ccc3c(c2)CC(C)N3S(C)(=O)=O)cs1 (stereo not given) returned PMI activator 0.9, TR-FRET SRC-2 ct 1430, ROMK primary -0.65, PPARg SRC-2 ag 1, PPARg SRC3 recr 0, PMI act hi M6P 0.9, G6PDH CS 9, S1P3 antagonist 5, PPARg SRC-1 ag 0, Diaph act CS 0.8 and Diaph inh CS 15.
Screening c1cc(CNc2ccc(N3CCOCC3)cc2)ccn1 returned PMI activator 0.9, TR-FRET SRC-2 ct 1527, ROMK primary -0.78, PPARg SRC-2 ag 9, PPARg SRC3 recr 0, PMI act hi M6P 0.9, G6PDH CS 3, PPARg SRC-1 ag 5, Diaph act CS 0.8 and Diaph inh CS 17.
For CSc1ccc(CN2CCN(CCC(C)C)C(CCO)C2)cc1 (stereo not given) the results were PMI activator 0.8, TR-FRET SRC-2 ct 1526, ROMK primary 0.34, PPARg SRC-2 ag -5, PPARg SRC3 recr -1, PMI act hi M6P 0.9, G6PDH CS 20, S1P3 antagonist -8, PPARg SRC-1 ag 4, Diaph act CS 0.9 and Diaph inh CS 14.

In the list so far, these contain a furan ring, fused or not.
Cc1sc(N/N=C/c2ccco2)nc1-c1ccccc1 was read as PMI activator 1.1, TR-FRET SRC-2 ct 1640, PPARg SRC-2 ag 6, PPARg SRC3 recr 3, PMI act hi M6P 1.1, G6PDH CS 11, S1P3 antagonist 19, PPARg SRC-1 ag 11, Diaph act CS 0.8 and Diaph inh CS 17.
Screening Cc1ccccc1OCc1nnc(SCC(=O)Nc2ccc3c(c2)oc2ccccc23)n1C returned PMI activator 0.8, TR-FRET SRC-2 ct 1404, PPARg SRC-2 ag 6, PPARg SRC3 recr 14, PMI act hi M6P 0.8, G6PDH CS -44, S1P3 antagonist 16, PPARg SRC-1 ag 3, Diaph act CS 0.9 and Diaph inh CS 13.
Screening CCOC(=O)C1=C(C)NC(=O)NC1c1ccc(-c2ccc(Cl)cc2)o1 (stereo not given) returned PMI activator 0.9, TR-FRET SRC-2 ct 1478, ROMK primary 0.36, PPARg SRC-2 ag 4, PPARg SRC3 recr 2, PMI act hi M6P 1, G6PDH CS 7, S1P3 antagonist 10, PPARg SRC-1 ag 5, Diaph act CS 1 and Diaph inh CS -2.

Next structures
COc1ccc2nc(NC(=O)CCN3C(=S)NC(C)(C)CC3C)sc2c1 (stereo not given) was read as PMI activator 1, TR-FRET SRC-2 ct 1648, ROMK primary -0.36, PPARg SRC-2 ag 3, PPARg SRC3 recr 4, PMI act hi M6P 1, G6PDH CS -1, S1P3 antagonist 2, PPARg SRC-1 ag 8, Diaph act CS 1 and Diaph inh CS 4.
Cc1cc(C)c(C#N)c(N)n1 was read as PMI activator 1, TR-FRET SRC-2 ct 1627, ROMK primary 0.17, PPARg SRC-2 ag 6, PPARg SRC3 recr 6, PMI act hi M6P 1, G6PDH CS 8, S1P3 antagonist 2, PPARg SRC-1 ag 7, Diaph act CS 0.9 and Diaph inh CS 8.
Cc1cccc(N=C2NC(=O)/C(=C\c3cccs3)S2)c1 was read as PMI activator 1.1, TR-FRET SRC-2 ct 1614, ROMK primary 0.87, PPARg SRC-2 ag 3, PPARg SRC3 recr 3, PMI act hi M6P 1.1, G6PDH CS 10, S1P3 antagonist 6, PPARg SRC-1 ag 10, Diaph act CS 1.2 and Diaph inh CS -15.
For COc1ccc(C(=O)C2CCCN(C/C=C/c3ccccc3OC)C2)c(OC)c1 (stereo not given) the results were PMI activator 1, TR-FRET SRC-2 ct 1595, ROMK primary -3.1, PPARg SRC-2 ag -8, PPARg SRC3 recr -4, PMI act hi M6P 1, G6PDH CS 9, S1P3 antagonist 0, PPARg SRC-1 ag 7, Diaph act CS 0.9 and Diaph inh CS 5.
Screening COc1ccc(C(CC(=O)O)NC(=O)Nc2ccccc2)cc1OC (stereo not given) returned PMI activator 1.2, TR-FRET SRC-2 ct 1744, ROMK primary 0.26, PPARg SRC-2 ag -1, PPARg SRC3 recr 5, PMI act hi M6P 1.1, G6PDH CS 12, S1P3 antagonist -22, PPARg SRC-1 ag 3, Diaph act CS 1 and Diaph inh CS -2.
For CC(=O)c1ccc(NC(=O)C2C3C=CC(C3=C(c3ccccc3)c3ccccc3)C2C(=O)O)cc1 (stereo not given) the results were PMI activator 1, TR-FRET SRC-2 ct 1645, ROMK primary 1.5, PPARg SRC-2 ag 2, PPARg SRC3 recr -2, PMI act hi M6P 1, G6PDH CS 4, S1P3 antagonist -2, PPARg SRC-1 ag 7, Diaph act CS 0.8 and Diaph inh CS 22.
